HP1b binding inh: inhibitors of HP1-beta chromodomain binding to methylated histone tails; Potency, µM (series often up to 114 µM), inactives show at the highest dose activity change, negative = inhibition, actives largely listed as inhibitors; AID 540317; P83916; AlphaScreen HP1-beta / biotin-H3K9me3 peptide binding; 0.56% of 390,000 active; further: potency means the concentration at half of the fitted maximal effect; nearly all actives have a fitted effect of over 70% in size; inactives centre near 23
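Compound inhibition of the preformed complex between 50 nM HP1-beta and 50 nM biotinylated H3K9me3 peptide was read by AlphaScreen. Buffer was PBS pH 7.4 with 0.01% Tween-20. Incubations ran 30 min at room temperature, with 10 ug/mL donor/acceptor beads.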
USP1-UAF1 inh: blocks the human USP1/UAF1 deubiquitinase complex. O94782. recombinant USP1/UAF1, Ub-Rhodamine cleavage fluorescence. Potency, µM (top dose mostly 57.1 µM), without a hit: at the highest dose activity change, negative = inhibition, most hits filed as inhibitors. 0.23% of 390,000 active. AID 743255; further: potency means the concentration at half of the fitted maximal effect; on the % scale 0 is the no-effect control and ±100 the full control effect; nearly all actives have a fitted effect of over 60% in size; inactives centre near -12
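Step one: compound is pinned into 1nM USP1/UAF1 in HEPES pH 7.8 buffer with TCEP. Step two: 15 min room-temperature incubation. Step three: Ub-Rho (150nM final) starts cleavage, tracked by fluorescence over six one-minute reads.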
Pin1 inhibitor: human Pin1 inhibition; Pin1 FP peptide displacement, HiFluor488, 10 min; Potency, µM (titrated, usually from 115 µM), for inactives: top-dose activity, negative = inhibition, hits mostly inhibitors; Q13526; 0.009% of 390,000 active; active means well fitted inhibition curve with a large enough effect in the polarisation, with a control signal flat, not every such curve was filed as active; inconclusive means small, poorly fitted or top-dose-only effect, or effect the other way, or a change in a side signal; inactive means no such curve, though single readings can be large or run the other way; the % refers to the polarisation; further: potency means the concentration at half of the fitted maximal effect; on the % scale 0 is the no-effect control and ±100 the full control effect
mIDH1 inhibitor: human IDH1 R132H inhibition. O75874. IDH1-R132H enzyme, NADPH consumption, diaphorase/resazurin fluorescence. Potency, µM (doses to about 76.6 µM), for the others: at the top dose activity change, negative = inhibition, usual class: inhibitors. 0.093% of 390,000 active; further: potency means the concentration at half of the fitted maximal effect; on the % scale 0 is the no-effect control and ±100 the full control effect; nearly all actives have a fitted effect of over 65% in size
Target sequence (O75874 whole entry R132H, stated change not applied): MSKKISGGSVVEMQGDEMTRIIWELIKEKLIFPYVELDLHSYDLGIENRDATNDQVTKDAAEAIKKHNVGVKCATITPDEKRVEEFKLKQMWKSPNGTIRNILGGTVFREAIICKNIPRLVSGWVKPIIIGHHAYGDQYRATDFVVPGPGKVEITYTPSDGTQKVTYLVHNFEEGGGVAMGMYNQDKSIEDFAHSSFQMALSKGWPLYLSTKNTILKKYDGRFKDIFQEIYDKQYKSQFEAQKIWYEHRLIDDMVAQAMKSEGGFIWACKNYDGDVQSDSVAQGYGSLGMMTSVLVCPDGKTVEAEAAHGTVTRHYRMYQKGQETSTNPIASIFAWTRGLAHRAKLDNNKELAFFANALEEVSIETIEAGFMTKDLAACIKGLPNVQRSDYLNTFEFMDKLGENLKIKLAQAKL
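IDH1-R132H (0.5 ug/mL) preincubated 30 min with compound, then NADPH (0.016 mM) and alpha-KG (2 mM) added; 80 min at RT, pH 7.5. Remaining NADPH coupled via diaphorase/resazurin to fluorescence (540/590 nm); concentration-response curves normalized to no-enzyme control.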
PI4K2A inh: blocks human PI4K2A kinase activity; Q9BTU6; purified PI4K2A, ADP-Glo luminescence, 1 h; active compounds read low; activity change, negative = inhibition, % at 76.9 µM; 0.13% of 420,000 active; AID 1346378; in the data active means activity change below about -50%; inconclusive means mostly about -30% to -49%;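 further: -100% = wells without enzyme as full effect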
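Compounds are screened against recombinant PI4K2A using PI as substrate and ATP, the latter dispensed at 300 microM. Reactions run one hour at ambient temperature before ADP-Glo detection; full inhibition defined by wells lacking enzyme.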
PGK inhibitor: blocks T. brucei phosphoglycerate kinase | PGK/GAPDH coupled, Kinase-Glo luminescence, 60 min | Potency, µM (top dose mostly 57.5 µM), without a hit: at the top dose activity change, negative = inhibition, hits mostly inhibitors | 0.043% of 380,000 active; further: potency means the concentration at half of the fitted maximal effect; on the % scale 0 is the no-effect control and ±100 the full control effect; nearly all actives have a fitted effect of over 60% in size
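Luminescent ATP detection (Kinase-Glo Plus) follows a 60-minute room-temperature incubation, with wells lacking PGK as controls. Buffer: 100 mM TEA (pH 7.6), 5 mM MgCl2, 0.01% Tween-20. Coupling enzyme GAPDH (100 nM final) supplies unstable 1,3-BPG in-well.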
TrxR1 substrate: substrates of rat thioredoxin reductase 1 | purified TrxR1 substrate turnover, NADPH consumption readout | 0.01% of 390,000 active | Potency, µM (titrated, usually from 114 µM), for inactives: top-dose activity change, negative = substrate turnover | O89049; further: potency means the concentration at half of the fitted maximal effect; on the % scale 0 is the no-effect control and ±100 the full control effect; nearly all actives have a fitted effect of over 50% in size
Target sequence (O89049 whole entry, looked up): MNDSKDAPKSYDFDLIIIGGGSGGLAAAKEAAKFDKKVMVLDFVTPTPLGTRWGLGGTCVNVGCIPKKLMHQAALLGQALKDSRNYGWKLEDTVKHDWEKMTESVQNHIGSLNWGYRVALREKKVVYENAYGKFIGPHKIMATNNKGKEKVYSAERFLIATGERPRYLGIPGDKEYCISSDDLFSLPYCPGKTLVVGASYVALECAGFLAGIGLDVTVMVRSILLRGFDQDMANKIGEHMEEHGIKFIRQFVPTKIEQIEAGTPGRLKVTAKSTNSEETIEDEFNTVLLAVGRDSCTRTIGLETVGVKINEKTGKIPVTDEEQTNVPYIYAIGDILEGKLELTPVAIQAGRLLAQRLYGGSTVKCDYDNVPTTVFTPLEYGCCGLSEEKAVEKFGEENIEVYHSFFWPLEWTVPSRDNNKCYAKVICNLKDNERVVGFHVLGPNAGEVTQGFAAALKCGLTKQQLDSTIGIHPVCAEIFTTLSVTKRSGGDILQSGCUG
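Rat TrxR1, dispensed at 90 nM, was prereduced with 400 uM NADPH (final) for 5 min at ~22 deg C, then incubated with compound 15 min before 400 uM selenite. A first-read NADPH fluorescence drop versus no-compound background flagged substrates.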
GLS inh: glutaminase GLS (human) inhibition; O94925; GLS enzymatic activity, qHTS titration; Potency, µM (top dose mostly 45.5 µM), for the others: at the top dose activity change, negative = inhibition, most hits filed as inhibitors; 0.21% of 410,000 active; further: potency means the concentration at half of the fitted maximal effect; on the % scale 0 is the no-effect control and ±100 the full control effect
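Compounds were pin-transferred onto hKGA, after which L-glutamine (1 mM solution) and a detection mix of glutamate oxidase, HRP and Amplex Red were added. Initial and 30 min RT fluorescence reads were collected.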
TrxR1 inh: rat TrxR1 inhibition | recombinant rTrxR1, NADPH fluorescence consumption, selenite substrate | O89049 | 1% of 390,000 active | Potency, µM (series often up to 114 µM), inactives show at the top dose activity change, negative = inhibition, hits mostly inhibitors; further: potency means the concentration at half of the fitted maximal effect; on the % scale 0 is the no-effect control and ±100 the full control effect; nearly all actives have a fitted effect of over 65% in size
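Rat TrxR1 (90 nM in the dispensed reagent) was pre-reduced with 400 uM NADPH for 5 min at room temperature, then incubated with compound for 15 min. After 400 uM selenite was added, NADPH fluorescence (Ex 340/Em 450 nm) was followed for 8 min.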
* = called active by the depositor; i = inactive; ? = inconclusive; nt = not tested or not shown; [ ] = another dose, or the depositor's remark. Unless noted, the call rests on the fitted dose curve; in most records, active means well fitted curve in the direction sought with a large enough effect; inconclusive means small, poorly fitted or top-dose-only effect, or another doubt; inactive means no such curve, though single readings can be large; an effect the other way counts as inactive or inconclusive. Only part of the results is shown (hit frequency here may not be typical).

SMILES	GLS inh	mIDH1 inhibitor	HP1b binding inh	PI4K2A inh	PGK inhibitor	TrxR1 substrate	Pin1 inhibitor	USP1-UAF1 inh	TrxR1 inh
O=C1CC(N2CCN(Cc3ccc4c(c3)OCO4)CC2)C(=O)N1c1cccc(Cl)c1 (centres undefined)	-18%	1%	8%	-1	0%	17%	1%	?	18%
C#Cc1ccc([C@H]2C=C(C(=O)NCc3ccccc3)O[C@@H](OCc3ccc(CO)cc3)C2)cc1	2%	-9%	34%	-2	3%	0%	31%[activator]	-24%	-5%
O=C(N=NC(=O)c1ccco1)c1ccc2c(O)n(N3C(=O)c4ccccc4C3=O)c(O)c2c1	7%	1%	28%	-2	i	18%	-3%	-14%	25%[57.1 µM]
[O-]/C(=C(\C(=S)Nc1ccc(Cl)cc1)[n+]1ccccc1)c1ccc(OC(F)F)cc1	-3%	0%	-18%	3	-10%	-6%	-2%	-28%	-11%
O=C(O)Cc1sc(-c2cccnc2)nc1-c1ccc(Br)cc1	-1%	0%	-7%	4	0%	7%[57.1 µM]	2%	-17%	-30%[57.1 µM]
CN(Cc1ccccc1)C(=O)c1cc2ccccc2o1	1%	3%	42%[activator]	-1	-1%[11.5 µM]	-5%	-1%	-1%	-11%
Cn1nc(SCc2ccccc2)c(=O)n(C(c2ccccc2)c2ccccc2)c1=O	-11%	3%	45%[activator]	6	3%	3%[57.1 µM]	3%	-9%	2%[11.4 µM]
CCC(=O)N1CCc2cc(S(=O)(=O)NC(Cc3ccccc3)C(=O)Nc3cccc(OC)c3)ccc21 (centres undefined)	4%	-2%	24%	-1	-8%	3%	-2%	5%	11%
COc1ccc(NC(=O)C(=O)NCC(c2cccnc2)N2CCc3ccccc32)cc1OC (centres undefined)	0%	6%	27%	-3	i	0%	-10%	-9%	12%
Cc1ccc(-c2nc3ccccc3nc2-c2ccccc2)cc1	6%	-2%	114%[activator]	-7	-2%	23%	-1%	-12%	24%
Cc1cccc(C)c1NC(=S)N(CCN1CCCCCC1)Cc1ccco1	-27%	7%	23%	4	-1%	-15%[57.1 µM]	-1%	-7%	24%[57.1 µM]
COc1cccc(C(=O)Nc2cccc(NC(=O)c3ccc(Cl)cc3Cl)c2)c1	-5%	-21%	67%[activator]	-10	-8%	-2%	?	-10%	11%
COCCn1nnnc1C(c1cccc(OC)c1OC)N1CCN(C2CCCCC2)CC1 (centres undefined)	8%	6%	11%	6	-3%	12%[57.1 µM]	1%	5%	22%[57.1 µM]
Cn1cccc1C(=O)N1CCN(S(=O)(=O)c2ccccc2)CC1	6%	4%	-2%	-5	-1%	4%	-11%	-4%	8%
CCOc1ccc(Oc2cc(N)cc([N+](=O)[O-])c2)cc1	-1%	-7%	-5%	-1	-5%	0%	3%	-4%	21%
O=C(Nc1ccnn1C1CCN(C2CCC2)CC1)c1ccccc1Cl	0%	-1%	10%[57 µM]	0	-7%	-2%	nt	-2%	7%
CC1(c2ccco2)NC(=O)NC1=O (centres undefined)	6%	1%	-16%	8	-3%	-3%	-8%	4%	-8%
COC(=O)CCNC(=O)N1CCN(c2nnc(C)c3c(C)n(-c4ccc(Cl)cc4)nc23)CC1	0%	nt	10%	1	nt	0%[57.1 µM]	1%	5%	13%[57.1 µM]
CCOc1c(C(=O)CC)cc2c(C)cc(=O)oc2c1C	5%	15%	40%[activator]	14	i	-7%	5%	-7%	-8%
O=C(C1CCN(c2nnc(N3CCCC3=O)s2)CC1)N1CCN(c2cccc(C(F)(F)F)c2)CC1	-3%	3%	56%[activator]	1	-5%	5%[57.1 µM]	-6%	-11%	22%[57.1 µM]

Molecules shown so far that have fluorine:
SMILES	GLS inh	mIDH1 inhibitor	HP1b binding inh	PI4K2A inh	PGK inhibitor	TrxR1 substrate	Pin1 inhibitor	USP1-UAF1 inh	TrxR1 inh
[O-]/C(=C(\C(=S)Nc1ccc(Cl)cc1)[n+]1ccccc1)c1ccc(OC(F)F)cc1	-3%	0%	-18%	3	-10%	-6%	-2%	-28%	-11%
O=C(C1CCN(c2nnc(N3CCCC3=O)s2)CC1)N1CCN(c2cccc(C(F)(F)F)c2)CC1	-3%	3%	56%[activator]	1	-5%	5%[57.1 µM]	-6%	-11%	22%[57.1 µM]

Carrying on.
SMILES	GLS inh	mIDH1 inhibitor	HP1b binding inh	PI4K2A inh	PGK inhibitor	TrxR1 substrate	Pin1 inhibitor	USP1-UAF1 inh	TrxR1 inh
Cc1ncc(C(=O)O)c(C(=O)O)c1N	-3%	18%	12%	-4	-2%	42%[activator][57.1 µM]	-16%	-13%	20%[2.29 µM]
COc1ccc2oc(C(=O)Nc3nnc(C)s3)c(C)c2c1	-11%	4%	46%	5	i	14%	?	-12%	-14%
Cc1nn(C)c(C)c1/C=C1/SC(=S)NC1=O	15%	3%	33%	1	-5%	-6%	2%	-13%	-8%
COc1cc2c(c(OC)c1OC)CCc1cnoc1-2	6%	9%	30%	-7	-1%	-2%[57.1 µM]	11%	-7%	-2%[57.1 µM]
O=c1[nH]cnc2ccsc12	1%	6%	42%[activator]	0	0%	3%[57.1 µM]	-1%	-5%	13%[57.1 µM]
Cc1cccc(NC(=O)NNC(=O)c2ccccn2)c1	28%	-10%	39%	-2	6%	2%	-6%	-5%	25%
Cc1ccc(C)c(S(=O)(=O)Nc2cc3c4c(c2)CC(=O)N4CCC3)c1	19%	0%	-3%	0	-1%	-3%	4%	-3%	3%
COc1ccc(C(=O)Nc2nc3ccccc3[nH]2)cc1	-5%	5%	41%[activator]	-26	-23%	5%	-8%	-18%	8%
Cc1ccc2nc(/C(C#N)=C/c3ccccc3C(=O)O)[nH]c2c1	-7%	-5%	52%[activator]	-6	7%	-4%	14%	-17%	-6%
O=C(Nc1nc(-c2ccccc2)cs1)C1CCCCN1S(=O)(=O)c1ccc(Cl)cc1 (centres undefined)	-5%	6%	21%	-1	-9%	1%	22%	-11%	22%
Cc1cccc(NC(=O)CSc2nc(-c3ccccc3)cn2-c2ccccc2)c1C	0%	-8%	-9%	-2	9%	-2%[57.1 µM]	24%	?	9%[57.1 µM]
CCCn1cc(CN2CCC(C(=O)Nc3cccc(-c4cscn4)c3)CC2)c(C)n1	4%	3%	16%	3	3%	-3%	1%	-9%	14%
O=C(CN1C(=O)C2(SCC(=O)N2c2ccccc2)c2ccccc21)NCCc1ccccc1 (centres undefined)	-8%	-1%	64%[activator]	1	-1%	9%	?	-27%	31%
CCc1nnc(NC(=O)Cn2nc(-c3ccccc3OC)ccc2=O)s1	-15%	0%	15%	-2	0%	-2%	-1%	-6%	11%
COCC(C)NCc1cccc2ccccc12 (centres undefined)	1%	1%	-14%	1	2%	-4%	0%	-1%	2%
O=C(COC(=O)[C@@H]1CCCN1S(=O)(=O)c1ccc(Cl)cc1)NC12CC3CC(CC(C3)C1)C2	8%	3%	16%	5	5%	4%[57.1 µM]	6%	-12%	11%[57.1 µM]
C[C@H](CO)N1C[C@H](C)[C@@H](CN(C)C(=O)Nc2ccc(C(F)(F)F)cc2)Oc2ccc(NS(=O)(=O)c3ccccc3)cc2C1=O	0%	8%	56%[activator]	-1	-10%	-9%[57.1 µM]	0%	?	0%[57.1 µM]

Part of the list above, reduced to mIDH1 inhibitor, PI4K2A inh and Pin1 inhibitor.
molecule,mIDH1 inhibitor,PI4K2A inh,Pin1 inhibitor
O=C(C1CCN(c2nnc(N3CCCC3=O)s2)CC1)N1CCN(c2cccc(C(F)(F)F)c2)CC1,3%,1,-6%
COCCn1nnnc1C(c1cccc(OC)c1OC)N1CCN(C2CCCCC2)CC1 (centres undefined),6%,6,1%
O=c1[nH]cnc2ccsc12,6%,0,-1%

Compound activity (PubChem)
